# From PubChem BioAssay
# p53ts 32C tox: kills p53ts cells at the permissive temperature; H1299-p53A138V at 32C, ATP luminescence viability, 24 h; Potency, µM (doses to about 46.1 µM), without a hit: at the highest dose activity change, negative = cytotoxicity, actives largely listed as cytotoxic; actives 0.93% (n = 130,000);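 also: 0% = DMSO and -100% = full killing by reference compound; nearly all actives have a fitted effect of over 55% in size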
#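 H1299-p53 A138V cells (temperature-sensitive p53) exposed 24 h to up to 46 uM compound at 32C, where p53 is wild-type in conformation. Viability read as ATP luminescence and normalised to DMSO and 100 uM tamoxifen. AC50 fitted with the Hill equation.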
# IkB sig inh: inhibitors of IkB signaling in ABC-DLBCL cells | ABC-DLBCL IkBa-CBG/CBR dual luciferase ratio, 4 h; response scale: scaled: untreated 0%, proteasome inhibitor 100% | Potency, µM (titrated, usually from 57.1 µM), without a hit: top-dose IkBa stabilization activation | actives 0.04% (n = 110,000); active = well fitted curve in the direction sought with a large enough effect in the signal ratio, not every such curve was filed as active; inconclusive = small, poorly fitted or top-dose-only effect, or a change in a side signal; the % refers to the signal ratio;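 also: the direction sought is a rising ratio; 0% = basal untreated cells and 100% = reference inhibitor full response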
#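 Curves were fitted separately to fusion (green), unfused (red) and ratio luminescence, then classed by r2, magnitude and activity. Cells: OCI-Ly3, 4 h compound plus doxycycline at 37C; 10 uM MG-132 defined full response.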
# Peg3 imprint: genomic imprint erasure induction | AID 1948 | mouse ES Peg3-LacZ reporter, beta-gal luminescence, 40 h | Potency, µM (titrated, usually from 60.7 µM), inactives show at the top dose activity change, positive = activation, usual class: activators | actives 0.02% (n = 110,000);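 also: 0% = negative control wells on the plate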
#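 Imprint erasure is scored as LacZ activity from the silenced maternal Peg3 allele in feeder-free female ES cells cultured 40 h with LIF. Luminescence is normalized to in-plate negative controls and fitted to the Hill equation.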
# p53ts 39C kill: cytotoxicity in p53ts cells at nonpermissive temperature. H1299-p53A138V viability at 39C, ATP luminescence, 24 h. Potency, µM (doses to about 46.1 µM), for inactives: at the top dose activity change, negative = cell killing, usual class: cytotoxic. actives 1.5% (n = 130,000). AID 902; also: nearly all actives have a fitted effect of over 55% in size
# Active calls of the source: *; ? = inconclusive; nt = not tested or not shown; [ ] = remark or other dose. Unless noted, calls follow the shape of the dose curve; as a rule, active = well fitted curve in the direction sought with a large enough effect; inconclusive = small, poorly fitted or top-dose-only effect, or another doubt; inactive = no such curve, though single readings can be large; an effect the other way counts as inactive or inconclusive. Unless noted, % is scaled to controls: 0 for no effect and ±100 for the full control effect; potency is read from the fitted curve at half-maximal effect.
compound | p53ts 32C tox | IkB sig inh | Peg3 imprint | p53ts 39C kill
O=C1C(c2cccc(Br)c2)N(CCc2ccccc2)C(=O)CN1C1CCCCC1 (stereo not drawn) | 0% | -2.6% | -15%[10.9 µM] | -19%
O=C(Nc1cccc2cccnc12)c1ccc(Br)o1 | 4% | 4.3% | -7% | -14%
Cc1noc(C)c1COc1cccc(C(=O)OCCOc2ccc(F)cc2)c1 | -9% | ? | -13% | -19%
COc1cc2c(C(=O)NCCCN3CC(C)CC(C)C3)cn(CC(C)C)c(=O)c2cc1OC (stereo not drawn) | 7% | 0.0% | -13% | -4%
CCc1nnc(NC(=O)c2cnccn2)s1 | -5% | -5.3% | -15% | 4%
CCN(CC)CCNC(=O)Cn1nc(-c2ccccc2)c2ccccc2c1=O | 5% | 3.5% | -14% | 12%
CCn1c(C)nc2c(=O)oc3ccccc3c21 | -6% | ? | 1% | 19%
CCOc1nc(S(=O)(=O)c2ccc(C)cc2)c(Cl)s1 | 5% | 1.1% | -11% | 2%
COc1ccc(OC)c(C(C)NC(=O)Cn2c(=O)cc(C)c3c(C)nn(-c4ccc(C)cc4)c32)c1 (stereo not drawn) | -5% | 0.2% | -15%[10.9 µM] | -10%
[O-][n+]1onc2c1CCc1c-2nn(-c2ccccc2Cl)[n+]1[O-] | ? | ? | -29% | ?
CCOC(=O)Nc1sc2c(c1C#N)CCC(C)C2 (stereo not drawn) | -7% | -1.0% | -9% | -16%
COc1cc(S(=O)(=O)NC2CCCCC2)ccc1Cl | 47%[activator] | ? | -7% | 13%
CC(=O)N1CCCc2cc(S(=O)(=O)NC(C(=O)NCc3ccc(C)cc3)C(C)C)ccc21 (stereo not drawn) | 15% | -0.5% | -13% | 0%
CCc1cc2c(cc3c(=O)n(CC(=O)NC(C)C)nc(CC)n32)s1 | 0% | -1.0% | -8%[10.9 µM] | -5%
CCN(CCCNC(=O)CNC(=O)Cn1cnc2ccccc2c1=O)c1cccc(C)c1 | 3% | -1.7% | -6% | -8%
O=C(CSc1ncc(-c2ccc(F)cc2)n1Cc1ccco1)Nc1nccs1 | -3% | 2.1% | -13% | -8%
Cc1cc(Cl)cc(C)c1OCCCCN1CCOCC1 | -2% | 1.4% | -20% | -3%
CCN(CC)CCCNC(=O)c1cc(-c2ccc(Cl)c(Cl)c2)on1 | -11% | 2.1% | -24% | -19%
CN(C(=O)CSc1nnc(NC2CCCCC2)s1)C1CCS(=O)(=O)C1 (stereo not drawn) | 1% | 1.5% | -2% | 0%
CCc1ccc2oc(C(=O)Nc3cccc(Cl)c3C)cc(=O)c2c1 | 18% | -0.2% | -13%[10.9 µM] | -15%
CC(C)c1ccc2oc(-c3ccc(Cl)c(NC(=O)Cc4ccccc4)c3)nc2c1 | -3% | ? | 3%[10.9 µM] | 3%
CCN(CC)c1ccc(NC(=O)CN2CCN(c3ccc(F)cc3)CC2)cc1 | 7% | 2.4% | -7% | -9%
CC(C)OC(=O)CSc1ncnc2c1cnn2-c1ccccc1 | -26% | ? | -23% | 5%
COc1ccc(N2CCN(C(=O)c3cc(S(=O)(=O)N4CCCCCC4)cn3C)CC2)cc1 | -22% | 0.5% | -6%[10.9 µM] | -23%
C[C@@H]1CC[C@H]2C(=O)NC[C@@H](O)CN2[C@@H]1c1ccc(Br)cc1 | 0%[9.22 µM] | nt | nt | 2%[9.22 µM]
O=C(C1CCCN(S(=O)(=O)c2cccc3nsnc23)C1)N1CC=C(c2ccccc2)CC1 (stereo not drawn) | 4% | -0.3% | -12% | 9%
c1ccc(-c2nc3c(ccc4ccccc43)[nH]2)nc1 | ? | nt | nt | -22%
N#Cc1c(N)n[nH]c1-c1cc2c([nH]1)CCCC2 | 9% | ? | -8% | -2%
Cc1ccc(S(=O)(=O)N2c3ccccc3OCC2c2ccccc2)cc1 (stereo not drawn) | -13% | nt | nt | -17%
COc1ccccc1-n1c(SCC(=O)NC(C)(C)C)nc(O)cc1=O | -2% | 10% | -5% | 19%

# Entries of single compounds, looked up by structure:
# Cc1cc(Cl)cc(C)c1OCCCCN1CCOCC1 is listed with p53ts 32C tox: -2%; IkB sig inh: 1.4%; Peg3 imprint: -20%; p53ts 39C kill: -3%
# [O-][n+]1onc2c1CCc1c-2nn(-c2ccccc2Cl)[n+]1[O-] is listed with p53ts 32C tox: ?; IkB sig inh: ?; Peg3 imprint: -29%; p53ts 39C kill: ?
# COc1cc(S(=O)(=O)NC2CCCCC2)ccc1Cl is listed with p53ts 32C tox: 47%[activator]; IkB sig inh: ?; Peg3 imprint: -7%; p53ts 39C kill: 13%

# (further entries)
compound | p53ts 32C tox | IkB sig inh | Peg3 imprint | p53ts 39C kill
CCc1nn2c(=O)cc(COC(=O)c3ccccc3NC(=O)COc3ccc(F)cc3)nc2s1 | -13% | ? | -19%[10.9 µM] | -17%
O=C(CN(Cc1ccco1)C(=O)CNS(=O)(=O)c1ccccc1)NCc1ccccc1 | 10% | 0.7% | -5% | 10%
COc1nc(N(c2ccccc2)c2ccccc2)nc(-n2ccnc2)n1 | 21% | ? | -14% | -6%
C=CCn1c(SCC2=C(C(=O)OCC)C(C)NC(=O)N2)nnc1C1CCCCC1 (stereo not drawn) | 7% | 1.2% | 1% | 6%
Cc1nc2cccnc2n1C1CCN(S(=O)(=O)N(C)C)CC1 | 5% | -2.0% | -7%[10.9 µM] | -12%
CCOC(=O)c1nnc2cc(-c3ccccc3)nn2c1C | -9% | 0.0% | -41%[inhibitor] | -12%
CCOC(=O)N1CCN(S(=O)(=O)c2cc(Br)cc3c2N(C(C)=O)C(C)C3)CC1 (stereo not drawn) | -6% | 0.4% | -7% | 4%
Cc1cc(N2C(=O)C3CC=CCC3C2=O)no1 (stereo not drawn) | 5% | nt | nt | 22%
CC1=C(C)C(=O)C(CCCCC#CCCCC#CCO)=C(C)C1=O | 25% | 19% | -22% | 8%
O=C(NCc1cccnc1)c1cccc2c1C(=O)N(C1CCCCC1)C2 | 4% | 0.3% | -13% | -5%
Cc1cc2cc(CN(CCCO)S(=O)(=O)c3cccc4nsnc34)c(=O)[nH]c2cc1C | -1% | -1.3% | -12% | -4%
Clc1ccc(-c2nc3ccccn3c2Nc2ccc3c(c2)OCCO3)s1 | 0% | 8.9% | 8%[10.9 µM] | -1%
O=C(COc1ccccc1Cl)OCc1cc(=O)n2nc(C3CCCCC3)sc2n1 | 1% | 2.7% | -8%[10.9 µM] | -10%
CN(CC(=O)NCc1ccccn1)S(=O)(=O)c1ccc(Cl)cc1 | -1% | 0.7% | 1% | -5%
COc1cccc([C@@H]2Nc3ccc(C(=O)O)cc3[C@@H]3C=CC[C@@H]32)c1OC | 1% | ? | -12%[10.9 µM] | -26%
O=S(=O)(NC1CCN(Cc2ccccc2)CC1)c1cccc(S(=O)(=O)N2CCOCC2)c1 | -5% | 0.2% | -10% | 7%
Cn1c(-n2cccc2)c(-c2c(-c3ccc(F)cc3)[nH]c3c2c(=O)[nH]c(=O)n3C)c(=O)[nH]c1=O | -7% | -0.3% | -17%[10.9 µM] | 7%
CCC(=O)N1CCc2cc(S(=O)(=O)NCCC(=O)Nc3cccc(SC)c3)ccc21 | 9% | 0.0% | -7%[10.9 µM] | -21%
CCOc1ccccc1CNC(=O)CN1C(=O)C2CCCCN2c2ccc(C(=O)N(C)C)cc21 (stereo not drawn) | -4% | 0.9% | -11%[10.9 µM] | -10%
O=P(c1ccc2c(c1)OCCO2)(N1CCOCC1)N1CCOCC1 | 3% | 0.1% | -4% | -11%
COc1ccc(-c2cc3nc(-c4ccccc4)cc(N4CCC5(CC4)OCCO5)n3n2)cc1 | 0% | ? | -17% | -9%
CCCn1c(=O)c2sccc2n2c(CCCC(=O)N3CCN(c4cccc(Cl)c4)CC3)nnc12 | -4% | -2.1% | -13%[10.9 µM] | -1%
CCCCn1c(=O)n(-c2ccc(Br)cc2F)c(=O)c2c3c(sc21)CN(C(C)=O)CC3 | 9% | ? | -9%[10.9 µM] | -10%
CCCN(CCC)CCCNC(=O)Cn1cnc2onc(-c3ccc(F)cc3)c2c1=O | -10% | -1.7% | 4%[10.9 µM] | 3%
Cc1cccc(C(=O)Nc2sc3c(c2C#N)CCCCC3)c1 | -4% | nt | nt | 14%
CCCCCOC(=O)C1=C(C)NC(=O)NC1c1ccccc1OCC (stereo not drawn) | 13% | 2.8% | -20% | -1%
Cc1ccccc1NC(=O)c1c(C)oc2ccc(O)c(CN3CCCC(C)C3)c12 (stereo not drawn) | -13% | ? | -5%[10.9 µM] | -8%
COC(=O)c1ccc(OCC(O)Cn2cnc3cc(C)c(C)cc32)cc1 (stereo not drawn) | 0% | ? | -8%[10.9 µM] | -12%
CC(C)NC(=O)NC(=O)COC(=O)Cc1ccsc1 | 6% | 1.2% | 21% | 6%
CCOC(=O)C1CCN(C(=O)CSc2ccccc2)CC1 | 3% | -5.1% | -22% | 8%
C=C(C)Cn1c(Sc2nc3ccccc3[nH]2)nc2c1c(=O)[nH]c(=O)n2C | 15% | -2.7% | 2% | 19%
COc1ccc2oc(-c3ccc(C)c(NC(=O)COc4cc(C)cc(C)c4)c3)nc2c1 | -3% | ? | -24%[10.9 µM] | 25%
O=C(c1ccncc1)N1CCN(C(=O)c2cccc3ccccc23)CC1 | -5% | -0.8% | -3% | 8%
CCC(=O)Nc1ccc(NC(=O)CN2CCCC(C)C2)c(Cl)c1 (stereo not drawn) | -5% | 1.2% | -15% | -3%
COc1ccc(NC(=O)c2sc3nc(C)c(C(=O)Nc4ccc(C)cc4C)c(-c4ccccc4Cl)c3c2N)cc1 | 3% | ? | -11%[10.9 µM] | 17%
CCc1ccc(C(C(=O)NC(C)(C)CC)N(Cc2ccco2)C(=O)Cn2nnc3ccccc32)cc1 (stereo not drawn) | 20% | nt | nt | -10%
N#C/C(=C\c1ccccc1)c1nc(-c2cc3cc(Br)ccc3oc2=O)cs1 | -4% | ? | -10%[10.9 µM] | 12%
COc1ccccc1NC(=O)C1=C(C)Nc2nc(SCc3cc(C)ccc3C)nn2C1c1ccccc1 (stereo not drawn) | -17% | -1.0% | -20%[10.9 µM] | ?
CCN1CC=C2C(C1)C(c1ccc(Cl)s1)C(C#N)=C(N)C2(C#N)C#N (stereo not drawn) | -8% | ? | -10% | -8%
Cc1cccc(CNC(=O)c2ccc(N3Cc4ccccc4Oc4ncccc43)s2)c1 | 10% | 1.1% | -10%[10.9 µM] | -9%
CC1C2C(C)N(C)C(=O)N(C)C2N(C)C(=O)N1C (stereo not drawn) | 0% | 1.9% | -6% | 7%
CCOC(=O)c1cccc(NC(=O)Nc2ccc3c(c2)N(C)C(=O)c2ccccc2S3)c1 | -8% | ? | -10%[10.9 µM] | -20%
Cc1cc(-c2ccc(C)c(S(=O)(=O)Nc3ccc(C)c(N(C)C)c3)c2)on1 | 20% | ? | -8%[10.9 µM] | -8%
COc1ccc(CCNc2nc3cc(OC)c(OC)cc3c3nc(-c4ccccc4)nn23)cc1OC | 9% | 2.9% | ? | 18%
CCC(=O)Nc1c2c(nc3c1CCC3)CCCC2 | 0% | -2.2% | -11% | 4%
O=C(NC1CCCCCC1)C1CC(=O)N(Cc2ccccc2)C1 (stereo not drawn) | 0% | 0.6% | -9% | -7%
CC(=O)c1ccc(Nc2nc(NCCO)nc(OC(C(F)(F)F)C(F)(F)F)n2)cc1 | 0% | nt | nt | 11%
COc1ccccc1N(C(=O)NCc1ccccc1)C1=NCC(C)S1 (stereo not drawn) | 20% | ? | -17% | 25%
O=c1[nH]c2cc3c(cc2cc1C(c1nnnn1C1CCCC1)N1CCSCC1)OCCO3 (stereo not drawn) | -2% | -0.8% | -6% | -16%
COc1ccc(N2CCn3c2nc2c3c(=O)n(CCCc3ccccc3)c(=O)n2C)cc1 | -5% | 4.9% | -9% | 6%
COc1ccc(CN(C(=O)Nc2cccc(OC)c2)C2CCN(C(C)=O)CC2)cc1 | 3% | 1.6% | 8%[10.9 µM] | -12%
COc1ccc(CNC(=O)C2=Cc3cccc(OC)c3OC2)cc1OC | -2% | 2.0% | -7%[10.9 µM] | 8%
COc1ccc(-n2c(Cc3cccn3C)nnc2SCC(=O)Nc2ccc(C)cc2C)cc1 | 4% | 2.0% | -15% | 4%

# The order is random, and some 1.7% of all compounds hit somewhere here.
